Compound activity deposited in PubChem by National Center for Advancing Translational Sciences (NCATS).
PI4K2A block – qHTS for small molecular inhibitors of PI4K2A; purified PI4K2A, ADP-Glo luminescence, 1 h; stronger effect = lower value; activity change, negative = inhibition, % at 76.9 µM; 0.13% of 420,000 active; AID 1346378, 2018; in the data active = activity change below about -50%; inconclusive = mostly about -30% to -49%;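 also: -100% = wells without enzyme as full effect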
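PI4K2A activity was measured by ADP-Glo luminescence: enzyme (4 ug/mL stock) and phosphatidylinositol (1.2 mM stock) in Tris pH 7.5/MgCl2/EGTA/Triton X-100 buffer were reacted with ATP (300 microM stock) for one hour at ambient temperature.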
TrxR1 inh – qHTS Assay for Inhibitors of Mammalian Selenoprotein Thioredoxin Reductase 1 (TrxR1): qHTS. recombinant rTrxR1, NADPH fluorescence consumption, selenite substrate. Thioredoxin reductase 1, cytoplasmic (Rattus norvegicus), O89049. Potency, µM (doses to about 114 µM), for inactives: at the top dose activity change, negative = inhibition, actives largely listed as inhibitors. 1% of 390,000 active; also: potency is read from the fitted curve at half-maximal effect; % is scaled to controls: 0 for no effect and ±100 for the full control effect; nearly all actives have a fitted effect of over 65% in size
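Rat TrxR1 (90 nM in the dispensed reagent) was pre-reduced with 400 uM NADPH for 5 min at room temperature, then incubated with compound for 15 min. After 400 uM selenite was added, NADPH fluorescence (Ex 340/Em 450 nm) was followed for 8 min.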
mIDH1 inhibitor – qHTS for Inhibitors of mutant isocitrate dehydrogenase 1 (IDH1): qHTS; Isocitrate dehydrogenase [NADP] cytoplasmic (Homo sapiens), O75874; Potency, µM (top dose mostly 76.6 µM), for inactives: at the highest dose activity change, negative = inhibition, actives largely listed as inhibitors; IDH1-R132H enzyme, NADPH consumption, diaphorase/resazurin fluorescence; 0.093% of 390,000 active; also: potency is read from the fitted curve at half-maximal effect; % is scaled to controls: 0 for no effect and ±100 for the full control effect; nearly all actives have a fitted effect of over 65% in size
Target sequence (O75874 whole entry R132H, stated change not applied): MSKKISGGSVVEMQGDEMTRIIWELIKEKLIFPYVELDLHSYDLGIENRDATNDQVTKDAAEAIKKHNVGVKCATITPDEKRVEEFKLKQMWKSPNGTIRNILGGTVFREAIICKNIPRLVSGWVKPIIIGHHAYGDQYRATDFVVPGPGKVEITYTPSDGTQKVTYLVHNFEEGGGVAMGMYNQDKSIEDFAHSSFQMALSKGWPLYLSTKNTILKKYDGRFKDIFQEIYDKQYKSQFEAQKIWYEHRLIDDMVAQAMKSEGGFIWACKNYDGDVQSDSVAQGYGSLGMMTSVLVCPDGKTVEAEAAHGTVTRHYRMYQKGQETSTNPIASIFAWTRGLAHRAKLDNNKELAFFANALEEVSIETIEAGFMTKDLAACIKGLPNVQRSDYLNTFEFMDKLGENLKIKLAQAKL
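IDH1-R132H (0.5 ug/mL) preincubated 30 min with compound, then NADPH (0.016 mM) and alpha-KG (2 mM) added; 80 min at RT, pH 7.5. Remaining NADPH coupled via diaphorase/resazurin to fluorescence (540/590 nm); concentration-response curves normalized to no-enzyme control.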
GLS inhibitor – qHTS for Inhibitors of Glutaminase (GLS) | 0.21% of 410,000 active | Glutaminase kidney isoform, mitochondrial (Homo sapiens), O94925 | AID 624170, 2012 | Potency, µM (doses to about 45.5 µM), for the others: at the highest dose activity change, negative = inhibition, actives largely listed as inhibitors | GLS enzymatic activity, qHTS titration; also: potency is read from the fitted curve at half-maximal effect; % is scaled to controls: 0 for no effect and ±100 for the full control effect
Target sequence (O94925 whole entry, looked up, canonical isoform): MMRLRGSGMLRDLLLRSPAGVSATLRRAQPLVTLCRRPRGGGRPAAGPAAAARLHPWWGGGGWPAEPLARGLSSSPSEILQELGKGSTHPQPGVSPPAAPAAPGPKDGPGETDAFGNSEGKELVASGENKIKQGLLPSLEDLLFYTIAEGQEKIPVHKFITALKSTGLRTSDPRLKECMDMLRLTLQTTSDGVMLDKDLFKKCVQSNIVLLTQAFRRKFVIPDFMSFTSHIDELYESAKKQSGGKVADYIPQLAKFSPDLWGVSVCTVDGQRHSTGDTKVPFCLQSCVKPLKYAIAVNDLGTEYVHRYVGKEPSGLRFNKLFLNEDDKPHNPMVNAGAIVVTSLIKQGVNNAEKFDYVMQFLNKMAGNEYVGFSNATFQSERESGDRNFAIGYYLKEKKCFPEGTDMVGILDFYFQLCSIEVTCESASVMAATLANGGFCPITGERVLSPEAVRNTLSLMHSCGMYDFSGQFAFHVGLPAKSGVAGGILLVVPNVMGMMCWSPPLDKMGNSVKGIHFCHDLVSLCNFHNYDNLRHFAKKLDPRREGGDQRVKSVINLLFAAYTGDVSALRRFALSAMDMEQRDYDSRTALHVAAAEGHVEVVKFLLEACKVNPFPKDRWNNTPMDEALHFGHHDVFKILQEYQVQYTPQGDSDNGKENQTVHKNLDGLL
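hKGA; 45 mM KH2PO4 pH 8.2 + 0.02% Tween-20; cpd via pin tool; 1 mM Gln soln; GluOx/HRP/Amplex Red; RT 30 min; fluor. t0 & final.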
USP1-UAF1 inh – Inhibitors of USP1/UAF1: Primary Screen; Potency, µM (highest dose often 57.1 µM), for inactives: at the top dose activity change, negative = inhibition, hits mostly inhibitors; AID 743255, 2014; 0.23% of 390,000 active; recombinant USP1/UAF1, Ub-Rhodamine cleavage fluorescence; Ubiquitin carboxyl-terminal hydrolase 1 (Homo sapiens), O94782; also: potency is read from the fitted curve at half-maximal effect; % is scaled to controls: 0 for no effect and ±100 for the full control effect; nearly all actives have a fitted effect of over 60% in size; inactives centre near -12
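USP1/UAF1 complex at 1 nM was preincubated with compound for 15 min at room temperature, then Ub-Rho substrate (150nM final) was added. Fluorescence (480/540 nm) was read kinetically, 6 reads every 60 seconds.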
Pin1 inh – qHTS Assay to Find Inhibitors of Pin1; Pin1 FP peptide displacement, HiFluor488, 10 min; Potency, µM (series often up to 115 µM), inactives show at the highest dose activity, negative = inhibition, hits mostly inhibitors; 0.009% of 390,000 active; AID 504891, 2011; active = well fitted inhibition curve with a large enough effect in the polarisation, with a control signal flat, not every such curve was filed as active; inconclusive = small, poorly fitted or top-dose-only effect, or effect the other way, or a change in a side signal; inactive = no such curve, though single readings can be large or run the other way; the % refers to the polarisation; also: potency is read from the fitted curve at half-maximal effect; % is scaled to controls: 0 for no effect and ±100 for the full control effect
Tb PGK inh – qHTS Assay to Find Inhibitors of Phosphoglycerate Kinase. Phosphoglycerate kinase, glycosomal (Trypanosoma brucei brucei), P07378. PGK/GAPDH coupled, Kinase-Glo luminescence, 60 min. Potency, µM (titrated, usually from 57.5 µM), for inactives: at the highest dose activity change, negative = inhibition, hits mostly inhibitors. 0.043% of 380,000 active. AID 602233, 2012; also: potency is read from the fitted curve at half-maximal effect; % is scaled to controls: 0 for no effect and ±100 for the full control effect; nearly all actives have a fitted effect of over 60% in size
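Luminescent ATP detection (Kinase-Glo Plus) follows a 60-minute room-temperature incubation, with wells lacking PGK as controls. Buffer: 100 mM TEA (pH 7.6), 5 mM MgCl2, 0.01% Tween-20. Coupling enzyme GAPDH (100 nM final) supplies unstable 1,3-BPG in-well.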
HP1b binding inh – HTS for Inhibitors of HP1-beta Chromodomain Interactions with Methylated Histone Tails; Chromobox protein homolog 1 (Homo sapiens), P83916; AlphaScreen HP1-beta / biotin-H3K9me3 peptide binding; Potency, µM (top dose mostly 114 µM), without a hit: at the top dose activity change, negative = inhibition, actives largely listed as inhibitors; 0.56% of 390,000 active; AID 540317, 2011; also: potency is read from the fitted curve at half-maximal effect; nearly all actives have a fitted effect of over 70% in size; inactives centre near 23
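AlphaScreen: HP1-beta (50 nM) preformed 30 min with biotin-H3(1-18)K9me3 peptide (50 nM) in PBS pH 7.4, 0.01% Tween-20. Compound added for 30 min at RT, then streptavidin donor/nickel chelate acceptor beads (10 ug/mL) for 30 min.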
TrxR1 substrate – qHTS Assay for Substrates of Mammalian Selenoprotein Thioredoxin Reductase 1 (TrxR1): qHTS; AID 588456, 2011; purified TrxR1 substrate turnover, NADPH consumption readout; Potency, µM (top dose mostly 114 µM), without a hit: at the top dose activity change, negative = substrate turnover; 0.01% of 390,000 active; also: potency is read from the fitted curve at half-maximal effect; % is scaled to controls: 0 for no effect and ±100 for the full control effect; nearly all actives have a fitted effect of over 50% in size
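Rat TrxR1, dispensed at 90 nM, was prereduced with 400 uM NADPH (final) for 5 min at ~22 deg C, then incubated with compound 15 min before 400 uM selenite. A first-read NADPH fluorescence drop versus no-compound background flagged substrates.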
* hit, by the source's call; i = inactive; ? = inconclusive; · = not tested or not shown; [ ] = dose if it differs, or a comment. Unless noted, calls follow the shape of the dose curve; as a rule, active = well fitted curve in the direction sought with a large enough effect; inconclusive = small, poorly fitted or top-dose-only effect, or another doubt; inactive = no such curve, though single readings can be large; an effect the other way counts as inactive or inconclusive.

SMILES	PI4K2A block	TrxR1 inh	mIDH1 inhibitor	GLS inhibitor	USP1-UAF1 inh	Pin1 inh	Tb PGK inh	HP1b binding inh	TrxR1 substrate
CCOC(=O)c1c(-c2ccccc2)csc1NC(=O)/C(C#N)=C\c1ccc(O)c(OC)c1	12	5%	-2%	1%	16µM*	?	-3%	?	-11%
Cc1ccc(S(=O)(=O)N2CCN(Cc3nc4sc(C)c(C)c4c(=O)[nH]3)CC2)cc1	-3	5%	3%	3%	5%	4%	6%[11.5 µM]	31%	5%
Cc1cc(C)nc(SCCN2CCCCC2)n1	-6	61%[activator]	2%	9%	-8%	-2%	i	15%	2%
Cc1c(N=C(N)/N=C(\N)Nc2ccccc2)c(=O)n(-c2ccccc2)n1C	3	-10%	-1%	32%[activator]	-10%	-6%	-1%	7%	-3%
S=C(Nc1ccc(Nc2ccccc2)cc1)N1CCN(c2ncccn2)CC1	1	18%[57.1 µM]	-6%	-12%	-7%	0%	0%	26%	10%
S=C(N/N=C/c1ccc2ncccc2c1)Nc1ccccc1	0	6%[57.1 µM]	36%[activator]	14%	-20%	3%	i	10%	-1%[57.1 µM]
COc1ccc(Cc2nnc(SCC(=O)Nc3ccc(N4CCOCC4)cc3)n2C)cc1	1	19%	-10%	14%	-4%	4%	-2%	-4%	0%
NC(=O)C1(N2CCCCC2)CCN(C(=O)c2cccn3c(=O)c4cc(Cl)ccc4nc23)CC1	3	-33%	1%	-2%	-17%	18%	9%	58%[activator]	54%[activator]
Cc1c(Cc2ccc3c(c2)OCO3)sc(NC(=O)c2ccc3ccccc3c2)c1C(N)=O	0	-4%[57.1 µM]	-6%	4%	2%	7%	7%	-2%	13%[57.1 µM]
O=C(COC(=O)Cc1ccc(Br)cc1)NC1CCCC1	-1	18%	4%	-4%	-16%	15%	-4%	42%[activator]	9%
Cc1cc(C)cc(NS(=O)(=O)c2ccc3[nH]cc(C(=O)N(C)Cc4ccccc4)c(=O)c3c2)c1	1	-6%	13%	-3%	-16%	27%	-14%	21%	-1%
O=S(=O)(c1ccccc1C(F)(F)F)N1CCN(S(=O)(=O)c2ccccc2C(F)(F)F)CC1	2	13%	1%	-3%	-11%	0%	-6%	36%[activator]	7%
NS(=O)(=O)c1ccc(NC(=S)N2CCN(c3ccccc3)CC2)cc1	-2	-13%	1%	23%	-4%	-2%	-2%	-11%	-9%
O=C(Nc1nc(-c2ccccc2)cs1)c1ccc(S(=O)(=O)N2CCc3ccccc32)cc1	6	38%[activator]	-4%	-11%	-13%	9%	i	15%	4%
CCN1C(=O)[C@@H]2[C@@H](c3ccc(-c4ccc(C(C)=O)cc4)cc3)N3CCC[C@@]3(C(=O)OC)[C@@H]2C1=O	-2	14%[57.1 µM]	-3%	7%	-16%	-2%	i	11%	8%[57.1 µM]
CCn1nc(C)cc1C(=O)N1CCCC(Nc2ccc(F)c(F)c2)C1 (centres undefined)	-2	13%	1%	14%	-7%	-4%	5%	40%[activator]	2%
O=C(CN1CCOCC1)Nc1ccc(Oc2ccccc2)cc1	-3	12%	4%	9%	-19%	-11%	-3%	30%	4%
COc1cc(/C=N/Nc2ccc(Cl)c(C(=O)O)c2)ccc1OC(=O)c1ccccc1F	2	-4%	-9%	-10%	-25%	·	2%	-11%	-10%
COc1ccc(NC(=O)C(=O)N/N=C(\C)CC(=O)Nc2cc(C)ccn2)c(OC)c1	-5	2%[57.1 µM]	2%	-23%	-9%	-11%	i	37%[activator]	-23%[57.1 µM]
COCCNC(=O)C(c1ccccc1F)N(C(=O)C(=O)NC1CCCC1)C1CCCCC1 (centres undefined)	5	2%	0%	4%	-7%	-6%	-9%	64%[activator]	9%
CC12CCC(C(=O)N(c3ccc(Cl)cc3)C1=O)C2(C)C (centres undefined)	1	-11%	3%	10%	7%	-1%	4%	25%	-7%
CCc1ccc(NC(=O)C(=O)N/N=C(\C)CC(=O)Nc2ccc(OC)cc2)cc1	-5	-22%	-6%	7%	1%	-12%	-4%	34%	-1%
CCOC(=O)c1sc2nc(C)cc(C)c2c1NC(=O)c1ccco1	6	-2%	3%	7%	-16%	0%	-4%	36%	-4%
Cc1n[nH]c(=O)nc1NCc1ccccc1Cl	7	12%	1%	4%	-23%	1%	-7%	-9%	2%
CC(=O)C(Sc1ccc2nnc(-c3ccc(F)cc3)n2n1)C(C)=O	0	-17%	10%	-17%	-17%	2%	-4%	44%[activator]	1%

(continued)
SMILES	PI4K2A block	TrxR1 inh	mIDH1 inhibitor	GLS inhibitor	USP1-UAF1 inh	Pin1 inh	Tb PGK inh	HP1b binding inh	TrxR1 substrate
COc1ccc(C(CNC(=O)COc2ccc(Cl)c(C)c2)N2CCOCC2)cc1 (centres undefined)	2	2%	-9%	7%	-24%	-5%	0%	34%	-5%
COc1ccc([N+](=O)[O-])cc1N(CC(=O)NCCSc1ccccc1)S(C)(=O)=O	0	9%	0%	-11%	?	0%	5%	-5%	3%[57.1 µM]
O=C1CC(Sc2cccs2)C(=O)N1c1ccccc1 (centres undefined)	3	?	12%	4%	-14%	2%	0%	34%	10%[57.1 µM]
Cc1ccc(Cl)cc1N1CCN(C(c2ccc(C#N)cc2)c2nnnn2C2CCCC2)CC1 (centres undefined)	8	6%[57.1 µM]	1%	4%	-10%	5%	-4%	13%	3%[57.1 µM]
CN(C)S(=O)(=O)c1ccc(NC(=O)CN2CCC(Cc3ccccc3)CC2)cc1	0	15%	-2%	1%	-23%	-4%	i	21%	1%
c1cncc(CNc2ncn[nH]2)c1	-3	25%	-11%	1%	-23%	-2%	i	2%	11%
Cc1cc(/C=C(\C#N)C(=O)O)c(C)n1CC(C)C	-3	-15%	0%	5%	-23%	-6%	-8%	5%	-17%
O=C(Nc1ccc2c(c1)OCCO2)C1CCN(C(=O)c2ccccc2)CC1	-15	13%[11.4 µM]	0%	0%	-9%	-9%	-2%	28%	-4%[11.4 µM]
CCOC(=O)C1=C(COC(=O)c2ccc3ccccc3c2O)NC(=O)NC1C (centres undefined)	0	45%[activator]	-11%	7%	-15%	-17%	-5%	15%	17%
CCOc1ccc(-c2c(=O)n(OCc3ccccn3)c3ccccc3[n+]2[O-])cc1	3	5%	-5%	-10%	-17%	-1%	5%	17%	-4%
CS(=O)(=O)NCCCCNc1ccc(C(F)(F)F)cc1[N+](=O)[O-]	2	19%[57.1 µM]	2%	7%	-9%	0%	1%	-1%	-5%
COc1ccc(Cn2c(C(=O)O)c(CNCCc3cccs3)c3ccc(OC)cc32)cc1	1	6%	0%	2%	-13%	18%	-1%	20%	6%
CC(C)COC(=O)N1CCN(S(=O)(=O)c2ccc3c(c2)CCC3)CC1	8	18%	0%	-8%	-19%	-4%	-11%	28%	6%
CC(C)Oc1ccc(N2CC(C(=O)Nc3ccccc3C(=O)NC3CC3)CC2=O)cc1 (centres undefined)	2	10%[57.1 µM]	1%	-3%	-15%	7%	i	26%	3%[57.1 µM]
Cc1ccc(S(=O)(=O)N[C@@H](Cc2ccccc2)C(=O)N2CCC(C(=O)N[C@H](C(=O)O)C(C)O)CC2)cc1 (some centres undefined)	1	24%	3%	-2%	-1%	8%	0%	16%	-1%
Cc1nn(C)c(Cl)c1/C=N/OC(=O)c1ccccc1	-4	1%	-4%	3%	-15%	-13%	-10%	48%[activator]	-9%
C=CCNc1nc(N2CCOCC2)nc(N2CCOCC2)n1	3	29%	4%	-4%	-4%	-14%	·	16%	-2%
Cn1c(COc2ccccc2)nnc1SCC(=O)c1cccc([N+](=O)[O-])c1	4	?	6%	14%	-14%	11%	i	16%	2%
COc1ccc(CN(C)C(=O)c2cnc(C)cn2)c(OC)c1OC	-1	-8%	-4%	8%	3%	1%	4%	29%	-8%

Entries from the list above that have a cyano group, in the order listed:
SMILES	PI4K2A block	TrxR1 inh	mIDH1 inhibitor	GLS inhibitor	USP1-UAF1 inh	Pin1 inh	Tb PGK inh	HP1b binding inh	TrxR1 substrate
CCOC(=O)c1c(-c2ccccc2)csc1NC(=O)/C(C#N)=C\c1ccc(O)c(OC)c1	12	5%	-2%	1%	16µM*	?	-3%	?	-11%
Cc1ccc(Cl)cc1N1CCN(C(c2ccc(C#N)cc2)c2nnnn2C2CCCC2)CC1 (centres undefined)	8	6%[57.1 µM]	1%	4%	-10%	5%	-4%	13%	3%[57.1 µM]
Cc1cc(/C=C(\C#N)C(=O)O)c(C)n1CC(C)C	-3	-15%	0%	5%	-23%	-6%	-8%	5%	-17%

Not all compounds are listed; the hit share may differ from the screen's.
